# Compound activity (PubChem)
# Pf apPOL inh = Pf-apPOL inhibitors, biochemical, fluorescence; Plasmodium falciparum apicoplast DNA polymerase (apPOL); Recombinant Pf-apPOL, molecular beacon fluorescence, 1.5 h; inhibition, % at 10 µM; 210,000 tested, 0.25% active; AID 1794808, 2022
# mHTT CaM bind = mutant huntingtin-calmodulin interaction inhibitors – biochemical, AlphaScreen, primary screen | P42858 | AlphaScreen His-mHTT/GST-CaM binding, luminescence | inhibition, % at 15 µM | 190,000 tested, 3.6% active | AID 1671202, 2021;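 note: 0% = both proteins with DMSO and 100% = one protein alone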
# Numbers without * were called inactive; . = no result given; & = joins results of further samples; ! = a repeat was not active. Cut-off read from the data, not from the text of the source: active = inhibition above about 50%; inactive = the rest. Some of the compounds tested (hit frequency here may not be typical).
SMILES,Pf apPOL inh,mHTT CaM bind
O=C(NCC(c1cccs1)S(=O)(=O)c1ccccc1)Oc1ccccc1 (centres undefined),1.6,1.7
COCCNC1=NCCNC12CCN(S(=O)(=O)c1ccc(Cl)cc1)CC2,-1.9,-5.8
Cc1c(Cl)cccc1N1CCC(C(=O)NCc2ccc3c(c2)OCO3)C1=O (centres undefined),-3.2,4.3
C=CCNC(SC)=C(C#N)C(N)=O,0.9,.
CC1CCC(N2CC(=O)N(C3CC3)C(c3ccc(F)cc3)C2=O)CC1 (centres undefined),-12.2,-15.0
O=C(NC1CCCCC1)C1CCN(c2cnc(N3CCSCC3)nc2)CC1,1.5,-12.8
Fc1cnc(Nc2ccccc2)nc1N1CCOCC1,0.5,-2.3
CS(=O)(=O)N(CC(=O)Nc1ccccc1C(=O)NC1CCCCC1)c1cccc([N+](=O)[O-])c1,-2.2,23.5
CCCNc1cc(N2CCCC(CCC(=O)NCc3ccc4c(c3)OCO4)C2)ncn1 (centres undefined),-3.8,-2.0
CSc1cc(-c2ccc(Cl)cc2)nc(C(C)(C)C)c1,-7.0,.
COCCNC(=O)Cn1nc2c(c1NC(=O)c1ccccc1C(F)(F)F)CSC2,9.0,18.9
CCCCNC(=O)c1cn(C2CCCC2)c(=O)c2c1c1ccccc1n2C,-4.7,-2.0
O=C(Nc1cc(C(F)(F)F)ccc1Cl)C1CC(=O)N(c2ccc(Br)cc2)C1 (centres undefined),-13.8,-6.0
Cc1ccc2c(c1)C(N1CCCN(S(C)(=O)=O)CC1)=Nc1ccccc1O2,-1.3,35.7
CCN(CC)CCCNC(=O)C1CCN(S(=O)(=O)N2CCC3(CC2)OCCO3)CC1,-18.9,-4.0
N#CC(C#N)=C(NC(=O)c1ccccc1Cl)Nc1ccc(Cl)cc1,-1.7,.
C=CCn1c(=O)c2ccc(C(=O)NCC(C)C)cc2n2c(=O)n(CC(N)=O)nc12,3.8,-4.2
CCc1nc(C2CCCN(C(=O)Cc3c[nH]c4ccccc34)C2)n[nH]1 (centres undefined),12.1,60.6*
COCC(=O)N1CCN(c2cc(C)ccc2OC)C(=O)C1C (centres undefined),-1.2,-7.6
CC1(O)N(CCCCCCN2C(=O)OC3(CCCCC3)C2(C)O)C(=O)OC12CCCCC2 (centres undefined),-3.2,-6.0
NC(=NC(=O)N1CCOCC1)c1ccccc1,-4.3,.
CC(C)C(C(=O)Nc1ccccc1[N+](=O)[O-])N1C(=O)c2ccccc2C1=O (centres undefined),0.2,13.0
CCOc1ccc(S(=O)(=O)Nc2cccc(C)c2)c2cccnc12,-7.4,7.0
N#CCC[C@H]1CC[C@]2(CCCN(C(=O)c3ccno3)C2)O1,-4.2,2.9
CCN(CCS(=O)(=O)c1ccc(Cl)cc1)C(=S)Nc1ccccc1Cl,-3.1&0.4,.
Brc1ccc(C2C3=C(Nc4ncnn42)c2ccccc2OC3c2ccccc2)cc1 (centres undefined),.,0.1
CCS(=O)(=O)NCC1CC(=O)N(Cc2ccc(F)cc2)C1 (centres undefined),1.1,3.6
O=C(O)c1ccc(NC(CS(=O)(=O)Cc2ccc(Cl)cc2)C(=O)O)c([N+](=O)[O-])c1 (centres undefined),-4.9,0.0
CCN(CC)C(=O)c1ccc(CN2C(=O)COc3ccccc32)cc1,4.9,7.1
Cc1cc(C(=O)NNC(=O)c2cccc(C(F)(F)F)c2)no1,-4.4,.
CC1CN(C(=O)c2cccc3c2-c2ccccc2C3=O)CC(C)O1 (centres undefined),0.8,1.0
O=C1/C(=C/c2cccc([N+](=O)[O-])c2)CC/C1=C\c1cccc([N+](=O)[O-])c1,1.5,18.0
Cc1ccc(-c2cn(-c3ccc(F)c(F)c3)c(=O)[nH]2)cc1,5.4,11.0
O=C(c1ccc(F)c(F)c1)N1CCCN(Cc2nc3ccc(Cl)cc3o2)CC1,-7.2,60.1*
O=c1nc2s/c(=C\c3ccc(-c4cccc([N+](=O)[O-])c4)o3)c(=O)n2nc1-c1ccccc1,-4.4,1.0
COc1ccc(OC)c(-c2n[nH]c(C)c2NC(=O)C(C)(C)C)c1,-0.7,5.7
CC(NC(=O)c1cc2c(=O)n(C)ccc2n1C)c1ccccc1 (centres undefined),-4.2,1.0
CCCCC(=O)N1CC(c2nc(-c3ccccc3)no2)C2(CCOCC2)C1 (centres undefined),-1.3,28.8
O=c1c2ccccc2nc2n1CCS2,-4.4,-5.6
CCOc1ccccc1NC(=O)N1CCCC1c1cccc(F)c1 (centres undefined),-5.5,-9.8
COc1ccc(NC(=O)CN(c2ccccc2Br)S(C)(=O)=O)cc1OC,-5.1,1.4
O=C(c1ccc(OCC2CCCN(C(=O)C3CC3)C2)cc1)N1CCOCC1 (centres undefined),-9.7,-8.4
COc1ccc(C)cc1NC(=O)C(=O)NCC1CCN(Cc2ccccc2SC)CC1,-8.0,-0.9
COc1ccc(S(=O)(=O)N2CCc3nc4cc[nH]n4c(=O)c3C2)cc1Cl,-3.2,-5.0
CS(=O)(=O)c1ccc(NC(=O)C2CN(C(=O)c3ccc(F)c(F)c3)C2)cc1,-3.9,-16.3
CC(Oc1ccccc1F)C(=O)Nc1cccc([N+](=O)[O-])c1 (centres undefined),-3.9,-2.2
CC(C)NC(=O)c1ccc(OCC2CCCN2C(=O)c2ccc(F)cc2F)cc1 (centres undefined),-4.8,-3.2
COc1cccc(C=C2Oc3c(ccc(O)c3CN3COCC3C)C2=O)c1OC (centres undefined),-0.2,-4.7
COCC(=O)N1CCN(c2ccc(F)cc2)C(=O)C1C (centres undefined),-0.3,-8.7
CCOCCCNC(=O)C1CCCN(c2cnn(Cc3ccccc3)c(=O)c2)C1 (centres undefined),0.8,5.3
O=S1(=O)C=CCN1Cc1ccc(F)cc1,-4.4,-8.3
COc1ccc(Oc2ncccc2NC(=O)c2ccccc2C(F)(F)F)cc1,-2.0,.
O=C(NCCCN1CCCc2ccccc21)C1CCc2nc(N3CCCCC3)ncc2C1 (centres undefined),-3.7,53.9*
CC1(C)NC(=O)N(CC(O)COc2ccc(Cl)cc2)C1=O (centres undefined),-5.5&1.1,-3.0&3.1
O=C(Nc1c(F)cccc1F)N1CCc2nc(-c3ccc(Cl)cc3)ncc2C1,-5.1,-5.8
Cc1csc2ncnc(N3CCN(C(=O)Nc4ccc(Cl)c(Cl)c4)CC3)c12,2.6,.
Cc1nc(-c2cccnc2)nc2c1CC(=O)N2Cc1cccnc1,-0.8,0.7
CCc1cc(C2CCCN2Cc2cc(OC)c(O)c(OC)c2)on1 (centres undefined),0.2,-0.3
O=C(O)CCC(=O)Nc1ccccc1Oc1ccc(Cl)cc1Cl,-13.4,.
COc1ccc(C2(CNC(=O)C(=O)Nc3ccccc3Cl)CCCC2)cc1,-1.7,-58.2

# Entries of single compounds as entered above. Order of values: Pf apPOL inh, mHTT CaM bind
# O=C(NCCCN1CCCc2ccccc21)C1CCc2nc(N3CCCCC3)ncc2C1 (centres undefined) is entered as -3.7, 53.9*
# CC(C)NC(=O)c1ccc(OCC2CCCN2C(=O)c2ccc(F)cc2F)cc1 (centres undefined) is entered as -4.8, -3.2
# COc1ccc(Oc2ncccc2NC(=O)c2ccccc2C(F)(F)F)cc1 is entered as -2.0, .
# O=C(c1ccc(OCC2CCCN(C(=O)C3CC3)C2)cc1)N1CCOCC1 (centres undefined) is entered as -9.7, -8.4
# COc1ccc(C)cc1NC(=O)C(=O)NCC1CCN(Cc2ccccc2SC)CC1 is entered as -8.0, -0.9

# Following part
SMILES,Pf apPOL inh,mHTT CaM bind
Cc1ccccc1/C=C1\C(=O)Nc2ccc(F)cc21,-9.8,100.0*
O=C(c1cccs1)N1CCN(CCNS(=O)(=O)C2CC2)CC1,-2.7,-10.2
O=S1(=O)c2c(cccc2N2CC[C@H](O)C2)OCCCN1C1CC1,-1.4,4.2
Cc1ccc(C(=O)Nc2nccn(-c3cc(C)cc(C)c3)c2=O)cc1,2.4,-1.9
CC(NC(=O)C1CCC(N2C(=O)C3CC=CCC3C2=O)CC1)c1ccccc1 (centres undefined),-8.5,-1.8
CCCc1cc2c(=O)c(-c3ccc4c(c3)OCCO4)c(C)oc2cc1OC(=O)N(C)C,-0.6,-4.1
CCn1c(=O)c2cc(C(=O)Nc3ccccc3)nn2c2ccccc21,-1.6,-1.7
COc1cccc(C2Nc3ccccc3C(=O)N2c2ccc(Cl)cc2)c1OC (centres undefined),12.2,-15.0
O=C(CSc1nnc(NC(=O)c2ccc(Cl)cc2Cl)s1)NCc1ccco1,7.5,-4.4
CN1CCC(C#CC(O)(c2ccccc2)c2ccccc2)CC1,-3.6,-5.2
C=CCSc1nnc2c(n1)OC(c1cn[nH]c1-c1ccccc1)Nc1ccccc1-2 (centres undefined),-16.1,7.0
COc1cc(/C=C(\C#N)c2nc3ccc(C)cc3[nH]2)c(Br)cc1O,1.7&7.0,79.0*!
C[C@H]1[C@@H](c2ccccc2)Oc2ccc(Cl)cc2S(=O)(=O)N1Cc1cccc(F)c1,-0.5,-6.0
O=c1oc2ccccc2cc1-c1csc(-c2ccc(Br)cc2)n1,-1.1,-7.0
CS(=O)(=O)N1CCc2[nH]nc(-c3ccc(F)cc3)c2C1,-3.8,-5.9
CCOc1ccc(NC(=O)c2ccc(S(=O)(=O)c3ccccc3Cl)c([N+](=O)[O-])c2)cc1,-9.9,42.0
COc1ccc(C(=O)N2CCCC(C)(C(=O)NCc3ccccc3)C2)cc1 (centres undefined),3.8,-4.3
CC(=O)c1cccc(NC(=O)C(C)Oc2ccc(Cl)cc2C)c1 (centres undefined),-0.1,-0.6
Brc1ccccc1-c1cn2ccsc2n1,-6.2,12.6
CCNC(=O)N1CCN(c2nc(C(C)C)nc(C)c2Cc2ccccc2F)CC1,-1.4,26.1

# Ordered by molar mass (rising): some entries from above
SMILES,Pf apPOL inh,mHTT CaM bind
Cc1ccc(C(=O)Nc2nccn(-c3cc(C)cc(C)c3)c2=O)cc1,2.4,-1.9
O=C(c1cccs1)N1CCN(CCNS(=O)(=O)C2CC2)CC1,-2.7,-10.2
COc1ccc(C(=O)N2CCCC(C)(C(=O)NCc3ccccc3)C2)cc1 (centres undefined),3.8,-4.3
CC(NC(=O)C1CCC(N2C(=O)C3CC=CCC3C2=O)CC1)c1ccccc1 (centres undefined),-8.5,-1.8
COc1cccc(C2Nc3ccccc3C(=O)N2c2ccc(Cl)cc2)c1OC (centres undefined),12.2,-15.0

# (more compounds)
SMILES,Pf apPOL inh,mHTT CaM bind
Cc1cc(C)cc(N2CCC(NC(=O)Cc3ccccc3C)C2=O)c1 (centres undefined),-2.8,-6.9
COc1c(C(=O)NC(C)C)sc2ccc(Cl)cc12,-2.6,-20.1
CCC(=O)Nc1cccc(-c2noc(C3CCCN(C(=O)c4ccc(F)c(F)c4)C3)n2)c1 (centres undefined),-0.2,5.2
CCC(C)(C)NS(=O)(=O)c1cc(-c2nc(C)cs2)n(C)c1C,5.4,-1.4
Cc1ccc(Cl)cc1N1CCN(C(=O)c2ccc(Cl)cc2)C(C)C1=O (centres undefined),3.4,12.9
CC1(C)CC(=O)C=C(N2CCOCC2)C1,-10.9,.
COc1ccc(-c2cc3n(n2)CCCN(C(=O)c2ccco2)C3)cc1,-9.5,9.4
CCNCc1ccc(OC)cc1OC,-1.6,-0.3
O=C(NC1CCCCC1)C1CCc2nc(N3CCN(C(=O)C4CCC4)CC3)sc2C1 (centres undefined),-2.0,6.9
CC(=O)Nc1ccc(NC(=O)c2ccnn2C)cc1,-41.6,-11.3
CCOc1ccc(S(=O)(=O)N2CCCC(C)(C(=O)NCc3cccc(OC)c3)C2)cc1 (centres undefined),0.6,-0.9
CCCc1cc(C2CCCN2Cc2cn[nH]c2-c2ccc(OC)c(OC)c2)no1 (centres undefined),-0.2,12.5
Clc1ccc(-n2nnnc2SCc2nn[nH]n2)cc1,1.4,-2.7
Cc1ccc(C2CC(c3cc(Cl)ccc3O)=NC3(CCN(C)CC3)N2)cc1 (centres undefined),5.8,100.1*
Cn1nc(C(=O)NCc2ccc(Cl)cc2)c2c1CCN(C(=O)C1CC1)C2,-5.5,82.9*
